# tim10-1 inh = growth inhibitors of tim10-1 mutant yeast, primary screen, luminescence, uHTS; inhibition, % at 20 µM; actives 2.2% (n = 330,000); S. cerevisiae tim10-1 ts strain growth, BacTiter-Glo, 24 h;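 active means inhibition of at least 40%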;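 further: mutant grown at 25 °C; 0% = DMSO wells with yeast and 100% = wells holding no yeast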
# UPR CHOP act = activators of apoptotic CHOP UPR arm, primary screen, cell-based, CHO-CHOP luciferase reporter, luminescence, uHTS; activation, % at 10 µM; UPR activation; percent of tunicamycin response over DMSO baseline; actives 0.34% (n = 330,000);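 active means at 10 µM dose, activation of 40% or more, normalized to positive control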;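 further: 100% = tunicamycin at 10 µg/mL and 0% = DMSO alone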
#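 Material: CHO-CHOP cells, stable luciferase reporter of PERK-eIF2a-CHOP signalling; quantity: 500 reporter cells seeded per well; buffer or medium: F12 medium containing 10% fetal bovine serum; compound: one dose, 10 µM in 0.5% DMSO; incubation: 6 h compound treatment, 37 °C; measured by: Steady-Glo luciferase luminescence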
# Mdm2-MdmX inh = inhibitors of human Mdm2-MdmX association, primary screen, cell-based, luminescence, split luciferase, SaOS-2, uHTS | SaOS-2 split-luciferase Mdm2/MdmX complementation | Protein Mdm4 (Homo sapiens) + E3 ubiquitin-protein ligase Mdm2 (Homo sapiens), … | actives 3% (n = 330,000) | inhibition, % at 8 µM;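 active means inhibition of at least 50% at 8 µM in the primary screen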
# TIM10 inh = growth inhibitors of isogenic TIM10 control yeast, primary screen, counter-screen for tim10-1 yeast inhibitor project, luminescence, uHTS. S. cerevisiae TIM10 strain growth, BacTiter-Glo luminescence, 24 h. inhibition, % at 10 µM. actives 1.4% (n = 330,000);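 active means inhibition of 40% or more at the single tested concentration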;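 further: wild-type TIM10 isogenic control strain grown at permissive 25 °C; 0% = DMSO yeast wells and 100% = minimal medium wells without yeast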
# tim23-1 inh = growth inhibitors of tim23-1 mutant yeast, primary screen, luminescence, uHTS. S. cerevisiae tim23-1 growth, BacTiter-Glo luminescence, 24 h. inhibition, % at 20 µM. actives 1.3% (n = 330,000). AID 463212, 2010;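 active means growth inhibition of the mutant yeast at or above 50%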;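 further: temperature-sensitive mutant grown at 25 °C; plate controls were DMSO-treated mutant yeast for no effect and medium wells lacking yeast for full effect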
# GRIN3A LBD mod = binders of NR3A ligand-binding domain, primary screen, biophysical, differential scanning fluorimetry, uHTS; actives 2.5% (n = 340,000); NR3A LBD differential scanning fluorimetry, Tm shift; 0% = protein alone, 100% = glycine-bound protein; Tm shift relative to glycine control, % at 25 µM; Glutamate receptor ionotropic, NMDA 3A (GRIN3A) ligand-binding domain;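 active means melting temperature shift of at least 10% of the positive control shift, at one fixed dose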
# NALP3 yeast inh = NALP3 inflammasome inhibitors in reconstituted yeast, primary screen, luminescence, uHTS | actives 0.39% (n = 330,000) | inhibition, % at 10 µM | AID 2825, 2010 | Yeast reconstituted NLRP3/ASC/caspase-1, beta-gal luminescence, 24 h;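 active means inhibition of 50% or more; inactive means inhibition below 50%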;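 further: plate controls were induced DMSO wells for no effect and uninduced yeast grown without galactose for full effect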
# APJ agonist = agonists of human apelin receptor APJ, primary screen, CHO-K1 cells, PathHunter beta-arrestin, luminescence. activation, % at 20 µM. AID 2520, 2010. P35414. 0% DMSO wells, 100% apelin. actives 0.11% (n = 330,000);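 active means activation more than six SD over the plate average, tested at 20 µM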;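 further: 0% = DMSO alone and 100% = apelin-13 at 10 nM; some results filed as inactive read as strong as hits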
# Target sequence (P35414 whole entry, looked up): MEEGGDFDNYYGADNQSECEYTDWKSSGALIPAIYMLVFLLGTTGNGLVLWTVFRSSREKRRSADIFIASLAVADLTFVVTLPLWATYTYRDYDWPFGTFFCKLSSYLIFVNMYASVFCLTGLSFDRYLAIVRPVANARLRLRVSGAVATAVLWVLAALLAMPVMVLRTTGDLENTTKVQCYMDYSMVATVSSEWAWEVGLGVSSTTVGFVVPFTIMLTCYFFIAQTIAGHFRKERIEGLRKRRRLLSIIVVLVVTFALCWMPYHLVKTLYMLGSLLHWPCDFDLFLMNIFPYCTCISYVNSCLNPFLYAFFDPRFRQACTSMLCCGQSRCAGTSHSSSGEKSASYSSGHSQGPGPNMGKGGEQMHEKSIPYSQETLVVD
#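 Test system – PathHunter CHO-K1 APJ (AGTRL-1) beta-arrestin reporter cells · Input – 1000 cells/well · Compound – single test compound dose, 20 µM final, 1% DMSO · Times – compound stimulation 90 min at 25 °C, detection 60 min · Technique – beta-gal luminescence · Read-out basis – APJ–arrestin association signal · Control set – negative DMSO alone, positive Apelin-13 at 10 nM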
# XBP1 UPR activ = activators of adaptive XBP1 UPR arm, primary screen, cell-based, CHO-XBP1 luciferase reporter, luminescence, uHTS | actives 0.33% (n = 330,000) | activation, % at 20 µM | IRE1-XBP1 UPR activation; percent of tunicamycin response, DMSO as zero;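 active means versus positive control, 20 µM dose yields 30% or more activation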;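 further: 100% = tunicamycin at 10 µg/mL and 0% = DMSO only wells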
#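 Material – CHO cell line with stable XBP1 luciferase reporter · Buffer or medium – F12 plus 10% FBS · Compound – single point, 20 µM final compound, 1% DMSO · Schedule – 16-18 h cell attachment at 37 °C, then 6 h compound exposure · Signal – Steady-Glo luminescence read · Benchmarks – high control tunicamycin 10 µg/mL final, low control DMSO vehicle only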
# The depositor's hits bear a star. Rows are unselected, and some 8.2% of all compounds hit somewhere here.
SMILES,tim10-1 inh,UPR CHOP act,Mdm2-MdmX inh,TIM10 inh,tim23-1 inh,GRIN3A LBD mod,NALP3 yeast inh,APJ agonist,XBP1 UPR activ
Cc1cc(C)nc(NC(=O)c2ccc(Br)cc2)n1,15,-0.9,-25,3,13,1,16,1,-4
CCOc1c2ccc(C(=O)NCc3ccco3)cc2nn1CCOC,7,0.3,-14,3,16,1,9,5,-3
NC(=O)c1ccccc1NC(=O)CCc1ccccc1,-7,1.1,-35,11,1,0,17,-1,0
C=CCNC(=O)c1ccc(CNS(=O)(=O)c2ccc(NC(C)=O)cc2)cc1,4,0.0,10,11,-18,-2,26,-2,-2
O=C(N/C=C/n1cnc2cc(C(F)(F)F)ccc21)c1ccccc1,17,0.4,-18,2,3,2,-3,0,-2
CC(=O)Oc1ccc(C2(C)CC(C)(C)NC(=S)N2C)c(OC(C)=O)c1 (stereo unspecified),-2,2.0,11,-17,7,1,28,1,1
CCn1c(SCc2cc(=O)[nH]c3ccccc23)nnc1C1CC1,-15,1.5,0,-3,7,3,10,-3,-3
Cc1nnc(NC(=O)CSc2nnc(Cc3cccn3C)n2C)s1,-15,-0.3,3,5,5,-2,13,4,1
COc1ccc(-n2c(-c3ccc(Cl)cc3)c[n+]3c2CCCCC3)cc1,4,-1.9,23,13,2,1,9,-2,0
COc1ccc(CCCC(=O)NCCc2ccccc2)cc1,-5,-1.1,26,-14,3,4,38,-3,-5
CN(CC(=O)Nc1ccc(F)c(F)c1F)C(=O)c1ccc(=O)[nH]c1,-23,2.6,24,8,-2,3,17,3,-7
COc1cccc(CN2CCN(C(=O)c3cc(-c4ccncc4)nc4ccc(C)cc34)CC2)c1,18,5.5,43,12,15,-1,2,13,-2
CS(=O)(=O)Nc1ccccc1C(=O)NCC1(N2CCCCC2)CCCCC1,23,-1.5,-19,9,15,-3,-9,0,-2
COc1ccc(S(=O)(=O)NCCC(=O)OCC(=O)c2ccc[nH]2)cc1[N+](=O)[O-],9,0.0,-2,7,9,0,-1,-2,2
COC(=O)c1ccccc1S(=O)(=O)N1CCC(C(=O)NCc2ccco2)CC1,11,-0.5,-10,7,15,3,4,-3,3
Cc1ccc(-n2nc3ccc(NC(=S)NC(=O)/C=C/c4ccco4)cc3n2)cc1,29,2.1,-109,10,-2,1,-4,-3,1
CCCOc1c(Cl)cc(C(=O)NC)cc1OC,-8,-0.2,24,-5,11,-2,6,-2,-1
Cc1ccc(N2C(=O)C3NN=C(C(=O)OCc4ccccc4)C3C2=O)c(C)c1 (stereo unspecified),0,2.0,19,6,8,-4,6,-1,1
Cc1onc(-c2c(F)cccc2Cl)c1C(=O)OCn1nnc2ccccc2c1=O,25,-0.6,0,-17,-7,2,14,-2,-1
CC(C)c1ccc(C2NC(=O)c3ccccc3O2)cc1 (stereo unspecified),-14,4.8,17,19,32,-1,42,-2,6

# Pulled by compound from the entries so far, three records:
SMILES,tim10-1 inh,UPR CHOP act,Mdm2-MdmX inh,TIM10 inh,tim23-1 inh,GRIN3A LBD mod,NALP3 yeast inh,APJ agonist,XBP1 UPR activ
CC(C)c1ccc(C2NC(=O)c3ccccc3O2)cc1 (stereo unspecified),-14,4.8,17,19,32,-1,42,-2,6
CS(=O)(=O)Nc1ccccc1C(=O)NCC1(N2CCCCC2)CCCCC1,23,-1.5,-19,9,15,-3,-9,0,-2
COc1ccc(S(=O)(=O)NCCC(=O)OCC(=O)c2ccc[nH]2)cc1[N+](=O)[O-],9,0.0,-2,7,9,0,-1,-2,2

# Going on with the list.
SMILES,tim10-1 inh,UPR CHOP act,Mdm2-MdmX inh,TIM10 inh,tim23-1 inh,GRIN3A LBD mod,NALP3 yeast inh,APJ agonist,XBP1 UPR activ
CN(C)S(=O)(=O)c1ccc(N2CCOCC2)c(C(=O)NCc2ccc3c(c2)OCO3)c1,4,-0.2,-12,1,1,1,17,-4,0
Cc1nn2c(N3CCN(C(=O)c4ccco4)CC3)cc(C(C)(C)C)nc2c1-c1ccccc1,50*,2.0,49,22,44,-18,26,-2,-2
COC(=O)c1ccccc1NC(=O)CSc1nccc(C)n1,11,1.2,5,7,10,0,16,-3,1
COc1ccc(NS(=O)(=O)c2cccc(C(=O)NCC(c3ccccc3OC)N3CCCC3)c2)cc1 (stereo unspecified),-39,-0.2,14,-11,-46,0,6,-4,1
Cc1cccc(Nc2nc(N)c([N+](=O)[O-])c(N3CCN(C)CC3)n2)c1,11,3.2,10,1,-3,3,11,0,0
COc1cccc(C2SCC(=O)N2c2cccc(C)c2)c1OC (stereo unspecified),15,2.4,6,19,22,-7,14,-2,1
CCN(CC)C1CCN(C(=O)c2ccc(OC3CCN(Cc4ccccn4)CC3)cc2)C1 (stereo unspecified),-9,-1.4,11,3,-9,1,3,0,-5
COCCN(C)Cc1cn(-c2ccc(F)cc2F)nc1-c1ccccc1C,7,1.2,-17,12,7,-3,3,0,-3
COc1ccc(N2CCN(C(=O)c3ccc(C)cc3)CC2)c([N+](=O)[O-])c1,6,0.8,16,14,29,-3,5,0,-3
COc1ccc(F)cc1C(=O)C1CCCN(Cc2cn(C)c3ccccc23)C1 (stereo unspecified),18,0.6,26,14,3,-1,31,-1,-4
CC(C)NC(=O)N(C)C[C@H]1Oc2c(NC(=O)Nc3ccc4c(c3)OCO4)cccc2C(=O)N([C@H](C)CO)C[C@@H]1C,-10,-0.1,5,-12,2,1,15,-4,-1
COc1cc2c(cc1OC)C1=C(C#N)CC/C(=N\S(=O)(=O)c3ccccc3)N1CC2,19,0.6,-16,15,31,-2,2,-1,3
CC(C)C[C@H](NC(=O)OC(C)(C)C)c1nnc(SCc2cccc(F)c2)o1,32,-1.0,-11,21,39,0,23,-2,-1
COc1ccc(CN(CC(=O)NC2CCCCC2)C(=O)CCCC(=O)Nc2ccccn2)cc1,20,-0.3,8,17,9,-2,2,-3,-1
COc1cc2[nH]c(=O)n(CCC(=O)N3CCN(Cc4ccc5c(c4)OCO5)CC3)c(=O)c2cc1OC,-4,-0.3,2,13,1,1,-12,0,-2
C=CCOc1cccc(/C=N/NC(=O)CN(c2cc(Cl)ccc2OC)S(=O)(=O)c2ccc(C)c([N+](=O)[O-])c2)c1,7,2.6,36,6,7,-2,5,2,-2
Cc1cc(C)cc(NC(=O)COc2coc(CN3CCc4ccccc43)cc2=O)c1,10,0.2,29,13,14,0,12,-3,-1
O=C(Nc1ccc(F)c(Cl)c1)c1nsc(Cl)c1Cl,23,6.8,-135,25,16,15*,-21,-2,3
COc1ccc(NC(=O)CSc2nc(N3CCCCC3)nc(N3CCCCC3)n2)cc1,10,0.3,12,-6,-8,13*,2,-2,2
CC(C)C(CCNCc1ccccn1)c1ccc(Cl)cc1 (stereo unspecified),10,-3.1,18,3,0,0,18,-5,-3
Cc1cc(C(=O)CSc2nc3ccccc3[nH]2)c(C)n1Cc1ccco1,19,2.7,26,14,16,13*,16,1,1
O=C(CSc1nnc2c(n1)[nH]c1ccccc12)Nc1nncs1,-10,0.5,21,7,3,0,18,-5,1
Cn1cccc1C(=O)NC(=O)COC(=O)c1ccc(S(C)(=O)=O)c([N+](=O)[O-])c1,41*,-7.3,64*,35,40,1,5,13,-8
Nc1cc(=O)[nH]n1C1CCCCC1,-6,-0.3,22,-4,12,1,13,-1,-1
CSCc1ccc(C(=O)N2CCC(CCC(=O)N(C)Cc3ccccc3)CC2)o1,17,1.7,7,16,22,-3,2,1,-6
Cc1ccc2cc3c(NC(=O)c4ccco4)nn(CC(C)C)c3nc2c1,-18,-1.9,27,-30,-9,1,-10,0,2
COc1ccc(NC(=O)CN(c2ccc(C)cc2)S(=O)(=O)c2c(C)nn(C)c2C)cc1,29,1.1,12,9,15,1,1,6,-6
Cc1ccc(S(=O)(=O)c2c(N)n(CCCN(C)C)c3nc4ccccc4nc23)cc1,-11,2.0,54*,3,-8,-1,11,2,0
CCOc1ccc(NC(=O)NCc2ccccn2)cc1,-5,1.8,15,4,12,2,-1,0,-5
COc1ccc(NS(=O)(=O)c2cc(NC(=O)c3ccccc3)ccc2N2CCOCC2)cc1,-7,0.6,60*,1,3,-8,15,-4,-6
COc1ccc(NC(=O)c2cccc([N+](=O)[O-])c2)cc1,21,0.4,-22,17,-5,-7,21,-1,2
O=C(C(=O)N1CC=C(c2ccccc2)CC1)c1c[nH]c2ccccc12,23,0.3,-19,33,35,7,25,-2,-1
CN(CC(=O)Nc1ccc(F)c(F)c1F)C(=O)/C=C/c1ccco1,-7,1.3,8,-20,-3,1,4,1,5
COCCCNC(=O)c1ccc2c(c1)CCN2S(C)(=O)=O,4,-0.6,20,0,4,-3,11,-4,-1
COc1ccc(Cl)cc1NC(=O)C(C)Sc1nnc(C2CC2)n1C1CC1 (stereo unspecified),17,0.3,18,9,16,0,15,-1,-3
COC(=O)c1cc(-c2c(C)oc3cc(OC)ccc3c2=O)c(C)o1,20,1.9,14,18,22,-9,33,4,-3
CCN(CC)C(=O)c1sc(NC(=O)c2cccs2)c(C#N)c1C,44*,-0.1,3,16,33,0,-7,0,1
CC(=O)Nc1ccc(C2=NN(c3ccccc3)C(c3cccs3)C2)cc1 (stereo unspecified),33,6.2,13,17,27,3,34,0,3
COC(=O)c1ccc(/C=N/Nc2nc3ccccc3[nH]2)cc1,-4,11,-32,-9,-12,-5,22,-2,14
COC(=O)C(C)Sc1ccc2nnc(CCNS(=O)(=O)c3ccc(C)cc3)n2n1 (stereo unspecified),-3,-1.4,-6,2,4,-2,9,-3,-4
CCOc1ccc(NC(=O)C[n+]2ccc(N(C)C)cc2)cc1,11,0.3,22,-1,-10,0,12,-2,0
CCOc1ccc(C(C)NC(=O)c2ccccc2F)cc1 (stereo unspecified),-12,-0.4,-3,-3,-13,1,19,1,-1
Cc1ccc(NC(=O)NC(=O)N(c2ccccc2)S(C)(=O)=O)cc1,4,4.1,-31,-1,14,6,33,0,2
Cc1cccc(NCc2ccccc2OCc2ccccc2F)c1,11,0.6,-13,15,21,0,1,-4,-1
C=CCCC(=O)Nc1nc(C)c(-c2csc(Nc3cc(OC)ccc3OC)n2)s1,29,0.1,66*,6,16,-2,16,1,2
CC(=O)NC1C(O)OC(CO)C(O)C1O (stereo unspecified),-8,-1.7,13,-4,3,0,7,-3,-10
O=C(O)c1ccc(NS(=O)(=O)c2ccc(C(=O)Nc3ccccc3)cc2)cc1,-9,1.8,17,-2,-9,17*,7,1,-6

# From PubChem
